Runt-CBFb FRET: inhibitors of human RUNX1 Runt domain binding to CBFb; Q01196+Q13951; Cerulean-Runt/Venus-CBFb FRET ratio 530/480, 1 h; inhibition, % at 20 µM; 220,000 tested, 0.46% active;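 active = inhibition over about 50% at 20 µM in the single-dose screen, limit read from the data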;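 also: 0% = DMSO wells and 100% = excess unlabeled CBFb competitor control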
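Buffer or medium: Tris pH 7.5 buffer with BSA. Assay system: Cerulean-labeled Runt domain protein. Amount: each fluorescent fusion protein 100 nM. Read-out basis: loss of energy transfer signal. Incubation: 1 h compound exposure, room temperature. Probe or stimulus: Venus-CBFb binding partner, 100 nM. Detection: FRET, excitation 422 nm, emission at 530 and 480 nm.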
EBV gp42 block: blocks Epstein-Barr virus glycoprotein 42 binding | 220,000 tested, 0.42% active | Fluorescence polarization binding assay, mP read-out | Q1HVG2 | AID 1085 | inhibition, % (tested at 21.74 µM); in the data active = inhibition above about 50%
Target sequence (Q1HVG2 whole entry, looked up): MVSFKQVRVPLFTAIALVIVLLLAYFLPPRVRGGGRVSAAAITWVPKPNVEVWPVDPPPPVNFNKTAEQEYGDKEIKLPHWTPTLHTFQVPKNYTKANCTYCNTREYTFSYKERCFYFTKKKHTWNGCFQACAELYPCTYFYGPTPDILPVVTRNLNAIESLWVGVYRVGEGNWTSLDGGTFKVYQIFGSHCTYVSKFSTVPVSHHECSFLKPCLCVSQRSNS
p47phox inh: inhibitors of human p47phox binding; inhibition, % at 24.7 µM; p47phox/p22phox peptide binding, fluorescence polarization, 2 h; 220,000 tested, 0.53% active; P14598; AID 1274;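 active = inhibition above about 30%, limit read from the data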;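 also: 0% = p47phox with labelled peptide and 100% = labelled peptide alone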
14-3-3 Bad PPI: disrupts binding of bovine 14-3-3 zeta to phospho-Bad peptide | P63103 | TR-FRET 14-3-3zeta/Dy647-pBad peptide displacement, 1 h | inhibition, % at 21.7 µM | 220,000 tested, 0.71% active | AID 781;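 active = inhibition above about 70%, limit read from the data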;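 also: 0% = full 14-3-3 plus peptide FRET controls and 100% = background without 14-3-3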
Target sequence (P63103 whole entry, looked up): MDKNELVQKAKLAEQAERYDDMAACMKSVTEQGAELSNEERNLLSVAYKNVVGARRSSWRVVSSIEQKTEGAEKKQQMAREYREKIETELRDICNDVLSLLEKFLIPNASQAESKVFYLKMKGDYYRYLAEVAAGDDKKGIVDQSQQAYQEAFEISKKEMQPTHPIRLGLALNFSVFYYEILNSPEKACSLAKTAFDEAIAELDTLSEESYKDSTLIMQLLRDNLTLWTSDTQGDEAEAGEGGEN
Mdm2 ligase inh: Mdm2 E3 ligase (human) inhibition | Q00987 | cell-based MDM2 ubiquitination luciferase reporter, 2 h; 0 = plate control, 100 = twice control, blank-subtracted | signal enhancement, % at 5 µM | 210,000 tested, 0.11% active | AID 1230;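 active = signal enhancement of 30% or more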;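 also: luminescence tracks abundance of the self-degrading MDM2-luciferase fusion protein; higher signal means inhibition of MDM2 E3 ligase activity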
Target sequence (Q00987 whole entry, looked up, the tested form may be a part): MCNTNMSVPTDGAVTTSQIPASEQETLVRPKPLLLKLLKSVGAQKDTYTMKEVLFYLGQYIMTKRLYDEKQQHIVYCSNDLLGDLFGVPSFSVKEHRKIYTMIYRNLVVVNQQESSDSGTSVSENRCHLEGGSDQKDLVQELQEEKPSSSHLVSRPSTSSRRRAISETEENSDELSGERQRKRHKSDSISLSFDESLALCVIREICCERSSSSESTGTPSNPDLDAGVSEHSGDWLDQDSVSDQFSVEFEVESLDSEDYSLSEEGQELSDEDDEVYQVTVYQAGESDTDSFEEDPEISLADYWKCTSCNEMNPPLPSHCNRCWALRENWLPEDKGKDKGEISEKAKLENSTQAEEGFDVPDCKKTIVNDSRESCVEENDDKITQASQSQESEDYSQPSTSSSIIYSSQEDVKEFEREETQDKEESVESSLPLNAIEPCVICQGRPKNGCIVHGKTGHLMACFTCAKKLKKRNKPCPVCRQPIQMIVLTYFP
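Assay system: stable mammalian line carrying autodegrading MDM2–luciferase fusion reporter; amount: 2000 cells seeded into each well; buffer or medium: DMEM; benchmarks: plate control and blank wells; signal: luciferase luminescence; timing: 2 h compound exposure at 37 °C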
Tb hexokinase: T. brucei hexokinase 1 inhibition. recombinant TbHK1, G6PDH-coupled NADH A340. inhibition, % at 10 µM. 220,000 tested, 0.11% active. AID 1430;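 active = inhibition of 50% or more in the single-dose primary screen; inactive = inhibition below 50%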
L929 necroptosis: L929 zVAD cell death inhibition | 220,000 tested, 0.38% active | AID 1377 | L929 zVAD necroptosis rescue, ATP luminescence, 24 h; with zVAD 60 µM | viability rescue, % at 10 µM;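 active = activation, scaled between plate controls, above about 75%, limit read from the data; inactive = activation under that limit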;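 also: 0% = zVAD with DMSO and 100% = DMSO alone without zVAD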
Runt-SMMHC FRET: Runt domain-CBFb-SMMHC interaction inhibition. AID 1434. Cerulean-Runt/Venus-CBFb-SMMHC FRET ratio 530/480, 1 h. 220,000 tested, 0.74% active. inhibition, % at 20 µM;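 active = mean inhibition across duplicate retests at 20 µM reaching about 50%, limit read from the data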;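 also: 0% = DMSO wells and 100% = wells with excess untagged CBFb-SMMHC; inhibitors lower the FRET ratio by blocking Runt binding to CBFb-SMMHC; some results filed as inactive read as strong as hits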
Hck Nef HTS: inhibitors of human Hck kinase activated by Nef; Recombinant Hck-YEEI plus Nef, Z-Lyte FRET kinase assay; 220,000 tested, 0.68% active; inhibition, % at 20 µM; P08631;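 active = Hck-Nef kinase inhibition above about 50%, limit read from the data; inactive = inhibition below that limit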;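 also: 0% = DMSO with Hck plus Nef and 100% = Hck alone without Nef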
Numbers without * were called inactive; · = not tested or not shown; [ ] = dose if it differs, or a comment.

SMILES	Runt-CBFb FRET	EBV gp42 block	p47phox inh	14-3-3 Bad PPI	Mdm2 ligase inh	Tb hexokinase	L929 necroptosis	Runt-SMMHC FRET	Hck Nef HTS
CCOC(=O)c1cc(NC(=O)Nc2ccccc2OC)c(C)nc1C	-3	5	-17	-8	-17	0	2.0	-4	2
CC1=CN2C(=N)/C(=C/c3ccc([N+](=O)[O-])o3)C(=O)N=C2S1	9	4	-88	16	0	-3	0.7	-11	5
CCCOc1ccc(-c2nc(C#N)c(N3CCN(C)CC3)o2)cc1	-2	-10	-15	9[fluorescence artefact?]	2	-16	0.7	-2	0
O=C(CCSCCc1ccccn1)Nc1ccc(Cc2ccncc2)cc1	-1	-5	-1	-19	-3	-2	4.5	-2	26
O=S(=O)(NC1CCCC1)c1ccc(S(=O)(=O)N2CCCN(Cc3ccccc3)C2)cc1	0	-24	-7	-3	-6	8	0.0	3	1
COc1ccc(S(=O)(=O)NCCc2cn3cccc(C)c3n2)cc1OC	1	-5	2	3	-27	-6	2.1	0	2
Cc1ccc(S(=O)(=O)NCCCCCC(=O)Nc2ccccn2)cc1	-1	1	-5	-11	-18	-8	0.4	-2	-1
CCc1c(C)nc(N2CCN(Cc3ccccc3)CC2)[nH]c1=O	2	-4	3	-17	-4	-2	-0.3	-1	-8
Cc1cccc(C)c1OC(=O)CSc1nnc(-c2ccccc2O)o1	2	-23	5	1[fluorescence artefact?]	-18	0	0.5	5	2
CCC(C)NC(=O)C1(C)CCC(=O)N1CCc1ccc(OC)c(OC)c1 (centres undefined)	0	-8	-9	3	-1	1	0.0	-1	2
COc1ccc(CNC(=O)C(c2ccco2)N(C(=O)c2csnn2)c2cccc(C)c2C)cc1 (centres undefined)	-1	2	-12	-3	10	-2	·	2	-6
O=C1CN(C(=O)CSc2nncn2-c2ccccc2)c2ccccc2N1	-3	-16	0	-6[fluorescence artefact?]	-28	4	-0.3	1	1
Cc1ccc(S(=O)(=O)N(C)CC(=O)OCC(=O)NC(c2ccccc2)c2ccccc2)cc1	-2	-16	-13	12[fluorescence artefact?]	15	2	0.9	-3	9
COC(=O)CSc1nnc(CNC(=O)c2cccs2)n1-c1cccc(C)c1	0	-23	-6	11	-21	0	-0.2	-1	0
CCOC(=O)CNC(=O)c1ccc(Br)s1	1	-22	6	8	·	-12	0.1	-5	19
C/C(=N\NC(=O)CNc1ccccc1Cl)C(C)(C)C	·	-3	8	13	-2	8	0.0	-1	0
O=C(Nc1ccc(OC(F)(F)F)cc1)C1CC(c2ccc(F)cc2)=NO1 (centres undefined)	-1	-4	-8	4	2	9	17	1	-4
O=C(OCn1nnc2ccccc2c1=O)c1cc2ccccc2o1	-1	-19	-6	3	-8	-4	0.2	2	26
CC(=O)C1C(c2ccc(C)cc2)c2c(n[nH]c2C)CC1(C)O (centres undefined)	-1	9	-3	1	11	-8	0.1	0	3
N#Cc1c(N)c(C(=O)c2ccccc2)n2c1CCCC2	0	-3	-3	-18	-21	-22	0.1	115	1
Cc1ccc(CC(=O)N2CC(C)OC(C)C2)cc1 (centres undefined)	1	-3	3	-3	0	-2	-0.2	-1	-1
COc1cc(C)c(S(=O)(=O)Nc2ccccc2F)cc1C	-2	13	2	-6	-6	0	0.0	-1	0
CN1/C(=C\C(=O)COC(=O)c2ccccc2O)C(C)(C)c2ccccc21	0	-8	-133	-12	-7	-20	0.0	-2	12
CSc1nc(-c2ccco2)nn1C(=O)c1ccc(C)cc1	5	-3	-9	11	-81	2	0.8	-1	2
N/C(Cc1ccc([N+](=O)[O-])cc1)=N\OC(=O)c1ccco1	-1	-5	9	-8	-1	-6	5.9	0	12
CCOC(=O)C1(Cc2ccc(Cl)cc2)CCN(C(=O)C2=NNC(=O)CC2)CC1	-1	-10	-7	-10	-3	-7	-0.1	-1	13
O=c1[nH]cc(I)cc1I	-2	-13	11	11	-23	-24	1.3	-4	10
O=C(CSc1cccc[n+]1[O-])NCCCc1ccccc1	0	-10	2	-7	15	-3	0.2	0	-1
Cc1cc(C)nc(Nc2n[nH]c(-c3ccccc3C)n2)n1	1	-1	-7	-1	-8	-3	3.5	-1	-1
COc1cccc(CNC(=O)CCC2CCCN(C(=O)c3cc(C)[nH]n3)C2)c1 (centres undefined)	0	-18	1	-3	2	-2	0.6	-1	22

3 structures from above, arranged by number of heavy atoms, rising:
SMILES	Runt-CBFb FRET	EBV gp42 block	p47phox inh	14-3-3 Bad PPI	Mdm2 ligase inh	Tb hexokinase	L929 necroptosis	Runt-SMMHC FRET	Hck Nef HTS
O=c1[nH]cc(I)cc1I	-2	-13	11	11	-23	-24	1.3	-4	10
CSc1nc(-c2ccco2)nn1C(=O)c1ccc(C)cc1	5	-3	-9	11	-81	2	0.8	-1	2
COc1cccc(CNC(=O)CCC2CCCN(C(=O)c3cc(C)[nH]n3)C2)c1 (centres undefined)	0	-18	1	-3	2	-2	0.6	-1	22

(listing goes on)
SMILES	Runt-CBFb FRET	EBV gp42 block	p47phox inh	14-3-3 Bad PPI	Mdm2 ligase inh	Tb hexokinase	L929 necroptosis	Runt-SMMHC FRET	Hck Nef HTS
O=C(N=C1N=C2C=CC(Br)=CN2Cc2ccccc21)c1ccc([N+](=O)[O-])cc1[N+](=O)[O-]	0	-3	-2	0	-19	-10	1.7	0	10
O=C1C2C3CCC(C3)C2C(=O)N1c1ccc(OS(=O)(=O)c2ccccc2)cc1 (centres undefined)	-1	-4	-9	-2	-22	-10	2.8	1	7
CCOC(=O)c1cc(CC)sc1NC(=O)c1cc(OCC)c(OCC)c(OCC)c1	-2	-36	-19	3	-10	-17	0.2	-12	0
CCc1ccc(NC(=O)CSc2nnc(Cc3cccn3C)n2-c2ccc(OC)cc2)cc1	0	-16	-11	10	-17	-5	0.7	-3	17
CCOC(=O)C(=O)Nc1ccc(S(=O)(=O)N2CCOCC2)cc1OC	1	-5	-14	-2[fluorescence artefact?]	2	4	-0.2	1	0
Cc1oc(-c2cccc(C(F)(F)F)c2)nc1CN1CCN(c2ccccn2)CC1	-4	5	-5	5	5	-20	2.6	-9	19
CCCCNC(=O)CCC(=O)Nc1ccc2nc(N3CCCCC3)cc(C)c2c1	0	-4	-9	5	-1	-8	2.1	4	69*
Oc1ccc(N=Cc2c(O)ccc3ccccc23)cc1	3	-89	-7	4	·	-16	0.5	-43	38
CCSc1nc(C)nc2sc(C)c(C)c12	2	-15	-13	0	·	-7	-0.9	3	16
CCOCc1nnc(NC(=O)COC)s1	0	6	2	8	-19	5	-0.6	-6	5
C(=C\c1ccncc1)/c1ccccc1	0	5	-4	-17	-11	-11	-0.7	-1	16
N#CC1CN(C(c2ccccc2)c2ccccc2)C1	1	-12	-8	-14	-11	-5	-0.4	9	23
CSc1nc(N(C)C)nc(N(C#N)CCOC(C)=O)n1	0	-8	-5	-4	-12	1	-0.7	2	15
Cc1nc(C)c(C(=O)Nc2ccc(C)c(F)c2)o1	-2	-5	-13	4	-51	4	-0.7	-7	-3
CCN(CC)c1ccc(/C=N\NC(N)=O)cc1	2	6	0	-9[fluorescence artefact?]	-10	-51	0.7	29	2
COC(=O)CCSc1cc([N+](=O)[O-])cc2c1c(C1OCCO1)nn2-c1ccccc1	-21	-9	-8	-22	-21	-3	0.2	-110	3
COc1ccccc1NS(=O)(=O)/C=C/c1ccccc1	-1	-15	-9	-24	-9	37	1.2	-2	1
COc1ccc(OCCOCC(O)CN2CCOCC2)cc1 (centres undefined)	1	-25	1	34[fluorescence artefact?]	-13	2	-0.2	-2	2
CN(C)/C=C1\C(=O)Nc2ccccc21	-2	-22	-15	-15	·	-49	0.6	1	0
CC(=O)C1=C(C)N(Cc2ccccc2)C(=O)N[C@H]1CCc1ccccc1	-3	5	-10	0	·	-3	-0.5	2	-2
CCCc1nc([N+](=O)[O-])c(S(=O)(=O)c2ccccc2)n1CC(C)C	-1	-7	-3	2	2	-3	-0.2	-1	3
CC1CN(c2cc(-c3ccccc3)c3ccccc3n2)CC(C)O1 (centres undefined)	-1	14	-3	10	-21	-12	0.0	-1	0
CCN1C(=O)/C(=C2/C=Cc3ccccc3N2C)OC1=S	4	-54	-60	-6	-10	-12	0.2	2	2
Cc1cccc(NC(=O)c2ccc(NCC3CCCO3)c([N+](=O)[O-])c2)c1 (centres undefined)	-5	-10	-35	-6	-2	-2	·	-57	4
O=C(O)CCN1C(=O)/C(=C/c2ccc(-c3nc4ccccc4s3)o2)SC1=S	26	-1	8	22	-11	10	0.4	-8	18
COc1ccc(CN(C)C2CCCCC2)cc1	0	-3	-15	21	-1	3	0.1	-9	-1
COC(=O)c1sc2cc(=O)n(-c3cccc(C(F)(F)F)c3)nc2c1O	41	-8	-1	-3	-12	-9	0.5	12	20
CCO/C(C)=C1\N=C(c2ccc(Cl)cc2)OC1=O	·	7	5	-7[fluorescence artefact?]	-1	-12	2.7	-1	1
O=C(Nc1ccccc1C(=O)Nc1ccc2c(c1)OCO2)c1ccco1	-2	10	-24	-4	·	-1	-0.1	-1	1
CCOC(=O)N1CCC(NC(=O)c2ccc(OC)c(CN3CC(=O)N4CCCC4C3=O)c2)CC1 (centres undefined)	2	-1	9	6	-9	6	0.2	0	-12
CC(=O)c1cccc(N2Cc3ccccc3C2=NC(=O)CCl)c1	0	-16	-8	2	-1	-3	0.5	-9	-3
CCn1nc(C(=O)NNC(=O)COc2ccc(OC)cc2)c2ccccc2c1=O	-1	-9	1	-28[fluorescence artefact?]	-5	-1	1.1	1	3
COc1ccc(NC(=O)C/C(C)=N/NC(=O)C(=O)NC2CCCCC2)c(OC)c1	-1	-19	-3	12	-16	3	4.9	0	22
Cn1cc(C(=O)N/N=C/c2cccc(O)c2)ccc1=O	2	-5	0	-6	-12	-12	0.5	1	16
Cn1c(SCC(=O)Nc2ccc(N3CCOCC3)cc2)nnc1-c1ccccc1	-1	2	-10	-8	-9	4	0.0	-2	2
CC(=O)Nc1ccc(C(=O)OCC(=O)c2cccc([N+](=O)[O-])c2)cc1	0	9	-3	3[fluorescence artefact?]	-7	-3	3.7	0	0
Cc1ccc2cc(CCNS(=O)(=O)c3ccc(F)cc3)c(=O)[nH]c2c1	-1	-11	-10	12	-16	-6	1.2	-2	-4
CCC1=C(OC(=O)N(CC)CC)N2C(=O)OC(=NCCc3c[nH]c4ccccc34)[C@]2(C)[C@H]2C1=CC[C@H]1C(=O)N(C)C(=O)[C@H]12	-1	-6	-8	-8	-8	-23	0.2	0	22
O=C(COC(=O)c1ccccn1)Nc1cc(Cl)ccc1Cl	-1	-23	-2	7[fluorescence artefact?]	-15	0	9.6	0	-1
CC(=O)N1C(=O)N(C)C2C1N(C(C)=O)C(=O)N2C (centres undefined)	-1	-19	-8	1	3	6	-0.1	0	1
CN(C)/C=C/C(=O)c1nnn(C2CCCCC2)c1NC1CCCCC1	-2	-12	-10	-6	-7	-35	-0.1	-6	0
COC(=O)CN1C(=S)N(c2ccccc2)C(=O)C1CC(=O)Nc1ccc(Cl)cc1 (centres undefined)	0	5	-7	-4	-6	27	1.2	3	2
C=CCn1c(COc2ccc(Cl)cc2)nnc1SCC(=O)c1c(N)n(C)c(=O)n(C)c1=O	0	-5	7	33	-14	-7	0.0	2	38

Assay outcomes as filed in PubChem.
